ANO1 activ – activators or potentiators of mouse TMEM16A chloride channel. Q8BHY3. HEK293 TMEM16A/YFP-H148Q/I152L, iodide quench fluorescence; stronger effect = lower value. B-score at 10 µM. actives 0.3% (n = 340,000). AID 623877;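 active = fluorescence-ratio B-score plate-corrected deviation score at least 3 library SD below zero, with starting fluorescence score within 5 deviations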;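 note: channel opened by trigger with iodide after compound preincubation; score built on the fluorescence ratio of max minus min over baseline; more negative score means more quench and so TMEM16A activation or potentiation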
TRPC6 activator – activates the mouse TRPC6 cation channel; HEK293-TRPC6 membrane potential dye fluorescence; stronger effect = higher value; AID 2550; actives 0.13% (n = 310,000); Q61143; B-score at 10 µM;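 active = B-score of the integrated fluorescence ratio above library mean plus 3 SD, and starting fluorescence ratio within library mean plus 5 SD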;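 note: higher score means more depolarization so channel activation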
MrgX1 PAM – human MrgX1 positive allosteric modulation, primary screen | actives 0.63% (n = 310,000) | B-score at 10 µM | MrgX1-HEK293, Fluo-4 calcium flux, FDSS; stronger effect = higher value | Q96LB2;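 active = plate-corrected calcium response at least 3 library SD above typical, normal starting fluorescence, not activating the receptor alone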;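 note: compound read alongside a low EC10 to EC30 dose of BAM8-22 agonist; peak minus trough fluorescence over baseline measured at the second addition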
Target sequence (Q96LB2 whole entry, looked up): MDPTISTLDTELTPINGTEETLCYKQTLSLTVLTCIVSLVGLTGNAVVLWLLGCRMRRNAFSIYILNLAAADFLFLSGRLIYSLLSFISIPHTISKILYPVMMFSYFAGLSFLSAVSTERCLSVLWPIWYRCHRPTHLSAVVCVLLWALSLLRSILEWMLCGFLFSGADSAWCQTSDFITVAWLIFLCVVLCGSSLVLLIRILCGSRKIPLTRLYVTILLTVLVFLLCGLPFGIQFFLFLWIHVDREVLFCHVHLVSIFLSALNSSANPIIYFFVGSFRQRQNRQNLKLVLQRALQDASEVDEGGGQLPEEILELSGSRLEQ
MrgX1 antagonist – blocks BAM8-22 activation of human MrgX1 receptor; Q96LB2; MRGX1-HEK293 calcium flux, Fluo-4, BAM8-22 antagonism; stronger effect = lower value; B-score at 10 µM; actives 1.3% (n = 310,000);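 active = calcium-response B-score plate-corrected more than 3 library SD below zero, starting fluorescence within 5 deviations, no agonist response on first addition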;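 note: peak minus trough fluorescence over baseline after final BAM8-22 challenge near maximal dose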
TRPC4 agonist – opens the mouse TRPC4 cation channel. actives 0.49% (n = 310,000). Q9QUQ5. HEK293 TRPC4beta/mu-opioid, Fluo4 calcium fluorescence; stronger effect = higher value. AID 2237. B-score at 10 µM;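 active = B-score above 5 SD of library B-scores, and initial fluorescence ratio not above library mean plus 5 SD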;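 note: positive B-score marks a calcium rise read as TRPC4 activation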
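System – HEK293 cells stably co-expressing mouse TRPC4beta and mu-opioid receptor · Signal – Fluo4 calcium-sensitive dye fluorescence, kinetic, 1 Hz baseline · Benchmarks – buffer (low) and maximal DAMGO (high) · Read-out – B score of integrated fluorescence ratio per well · Incubation – dye loading 45 min room temperature, 110 s kinetic read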
TMEM16A inh – mouse TMEM16A channel inhibition, primary screen; actives 1.2% (n = 310,000); HEK293 TMEM16A/YFP iodide influx fluorescence, ionomycin; normalized B-score (activity score, 25-100; higher = stronger inhibition) at 10 µM;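 active = ratio plate-corrected score three or more library SD toward inhibition, starting fluorescence score within five deviations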;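 note: score derived from kinetic fluorescence span divided by baseline fluorescence per well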
TRPC6 inhibitor – mouse TRPC6 channel inhibition. Q61143. HEK293-TRPC6, membrane potential dye, ACh-evoked depolarization; stronger effect = lower value. B-score at 10 µM. actives 1.1% (n = 310,000);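 active = B-score under library mean minus 3 SD, initial fluorescence not abnormally high, positive integrated signal ratio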;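 note: B-score derived from integrated fluorescence ratio over the kinetic read; more negative B-score means stronger inhibition of depolarization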
TRPC4 potent – TRPC4 (mouse) allosteric potentiation. HEK293 TRPC4beta/mu-opioid, DAMGO EC20, Fluo-4 Ca2+ flux; stronger effect = higher value. AID 2227. actives 0.42% (n = 310,000). Q9QUQ5. B-score at 10 µM;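 active = B-score of calcium response area above 5 SD of library B-scores, with initial fluorescence ratio within 5 SD of library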;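 note: B-score of integrated fluorescence ratio over time as area under calcium response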
MrgX1 agonist – human MrgX1 receptor agonism, primary screen; Q96LB2; MrgX1-HEK293 cells, Fluo-4 calcium fluorescence, agonist mode; stronger effect = higher value; B-score at 10 µM; actives 0.44% (n = 310,000);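 active = calcium response B-score plate-corrected fluorescence ratio at least 3 library SD, with starting fluorescence B-score inside 5 SD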
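Assay system: MrgX1-expressing HEK293 cells / Amount: fifteen thousand cells per well / Doses: test compound in the initial addition of three / Timing: cells plated overnight, dye loaded 0.5 h 37 °C, 0.5 h room temperature / Technique: kinetic calcium dye fluorescence, Fluo-4 NW / Control set: positive and negative controls per plate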
TRPC4 inh – blocks the mouse TRPC4 cation channel | Q9QUQ5 | HEK293 TRPC4beta/mu-opioid, DAMGO-evoked Fluo4 calcium flux; stronger effect = lower value | B-score at 10 µM | actives 0.39% (n = 300,000);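 active = B-score over 3 SD under the library average, no early fluorescence shift, positive overall ratio signal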
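material = TRPC4beta/mu-opioid receptor HEK293 cell line | probe or stimulus = sequential submaximal and maximal DAMGO stimulation | compound dosing = one concentration per compound | measured by = Fluo4 Ca2+ flux fluorescence | evaluation = integrated fluorescence ratio relative to baseline, converted to per-well B score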
SKKanGAS inh – blocks kanamycin growth of S. pyogenes SKKanGAS strain | BacTiter-Glo, 6 h | inhibition, % at 7.5 µM | actives 1.3% (n = 300,000) | AID 1662;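 active = mean replicate score, as percent of positive control median, at least 50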;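 note: strain carries kanamycin resistance gene driven by streptokinase promoter and grows in 40 µg/ml kanamycin; loss of luminescence reflects streptokinase promoter inhibition or plain growth inhibition; 0% = median of DMSO wells and 100% = positive control at its reference dose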
Numbers without * were called inactive; i = inactive; . = no result given.

SMILES	ANO1 activ	TRPC6 activator	MrgX1 PAM	MrgX1 antagonist	TRPC4 agonist	TMEM16A inh	TRPC6 inhibitor	TRPC4 potent	MrgX1 agonist	TRPC4 inh	SKKanGAS inh
CCOCCCNC(=O)C(NC(=O)c1ccccc1O)c1ccc(C)cc1 (stereo unspecified)	i	i	i	i	i	i	i	i	i	i	1
O=C(Cc1ccccc1)NN1C(=O)C2C(C1=O)C1C=CC2C12CC2 (stereo unspecified)	i	i	i	i	i	i	i	i	i	i	-2
COc1cc(C2Nc3ccc4ncccc4c3C3=C2C(=O)CCC3)cc(OC)c1O (stereo unspecified)	i	i	i	i	i	i	i	i	i	i	4
CSC1=C(C#N)C(c2cccc(Br)c2)CC(=O)N1 (stereo unspecified)	i	i	i	i	i	i	i	i	i	.	-5
CCOC(=O)c1nn(-c2ccccc2)c2nc(-c3ccc(OC)cc3)c(C#N)c(=O)n12	i	i	i	-4.9*	i	i	i	i	i	i	9
Cc1cccc(C)c1N(Cc1ccccc1F)S(C)(=O)=O	i	i	i	i	i	i	i	i	i	i	0
COc1ccccc1N1CCN(/N=C(\C)c2ccc(O)cc2)CC1	i	i	i	i	i	i	i	i	i	i	2
CC(C)c1ccc(NC2CCCN(C(=O)CCN3CCCO3)C2)cc1 (stereo unspecified)	i	i	i	i	i	i	i	i	i	i	-3
CCOP(=O)(c1ccc(N(C)C)cc1)C(O)c1ccccc1OC (stereo unspecified)	i	i	i	i	i	100*	i	i	i	i	-10
C(=N\n1cnnc1)/c1ccc(N2CCOCC2)s1	i	i	i	i	i	i	i	i	i	i	-4
O=C(O)Cn1c(=O)c(-c2ccccc2)nc2ccccc21	i	i	i	i	i	i	i	i	i	i	-3
CN1CCN(C(=O)/C=C/c2ccc(Cl)c(Cl)c2)CC1	i	i	i	i	i	i	i	i	i	i	-2
COC(=O)c1ccc(COc2ccccc2/C=N/NC(N)=O)o1	i	i	i	i	i	i	i	i	i	i	-6
O=C(Nc1ccccc1)N(Cc1ccccc1)Cc1ccccc1	i	i	i	i	i	i	i	i	i	i	6
CCOc1ccc(-n2c(SCC(=O)Nc3nccs3)nnc2-c2ccoc2C)cc1	i	i	i	i	i	i	i	i	i	i	7
O=C(/C=C/c1ccccc1)NC(=S)Nc1cccnc1	i	i	i	i	i	i	i	i	i	i	-10
O=C(N/C(=C/c1cccc([N+](=O)[O-])c1)C(=O)N1CCCCCC1)c1ccco1	i	i	i	i	i	i	i	i	i	i	-1
O=C(CSCc1ccc(Cl)cc1)NCC1CCCO1 (stereo unspecified)	i	i	i	i	i	i	i	i	i	i	-4
COc1ccc(/C(C)=N/N=C2/NC(=O)CC(C(=O)O)S2)cc1 (stereo unspecified)	i	i	i	i	i	i	i	i	i	i	0
COc1ccccc1N1CCN(C(=O)C(C)N(c2ccc(C)c(C)c2)S(C)(=O)=O)CC1 (stereo unspecified)	i	i	i	i	i	i	i	i	i	i	-2
O=C(Nc1ncccc1O)c1ccc(Cl)c(S(=O)(=O)N2CCCCCC2)c1	i	i	i	i	i	i	i	i	i	i	6
COc1ccc(NC(=O)N2CCc3ccccc3C2)cc1	i	i	i	i	i	i	i	i	i	i	4
COc1ccc(Nc2nc3ccccc3nc2NS(=O)(=O)c2cccs2)cc1	i	i	i	i	i	i	i	i	i	i	2
Cn1c(Sc2ccc(C(F)(F)F)cc2[N+](=O)[O-])nnc1-c1ccccc1	i	i	i	i	i	i	i	i	i	i	-2
CC1CCc2c(sc(NS(=O)(=O)c3ccccc3)c2C(=O)OC(C)C)C1 (stereo unspecified)	i	i	i	i	i	i	i	i	i	i	95*
(continued)
SMILES	ANO1 activ	TRPC6 activator	MrgX1 PAM	MrgX1 antagonist	TRPC4 agonist	TMEM16A inh	TRPC6 inhibitor	TRPC4 potent	MrgX1 agonist	TRPC4 inh	SKKanGAS inh
Cc1nc2ccccc2c(=O)n1CCCn1ccnc1	i	i	i	i	i	i	i	i	i	i	1
CC(C)(Oc1ccc(C2CC2(Cl)Cl)cc1)C(=O)O (stereo unspecified)	i	.	i	i	.	i	.	.	i	.	.
CC(=NCCc1c(C)[nH]c2ccc(OCc3ccccc3)cc12)C1=C(O)CC(c2ccccc2)CC1=O (stereo unspecified)	i	i	i	i	i	i	i	i	i	i	9
COCCn1c(C)nnc1SCC(=O)Nc1ccccc1[N+](=O)[O-]	i	i	i	i	i	i	i	i	i	i	-19
Nc1nc(NCC2CCCO2)nc(NCC2CCCO2)c1[N+](=O)[O-] (stereo unspecified)	i	i	i	i	i	i	i	i	i	i	2
Cc1ccc(SCc2cc(-c3ccc(Cl)cc3)no2)cc1	i	i	i	i	i	i	i	i	i	i	-1
COc1ccccc1CNC(=O)N1CCN(c2ccccc2Cl)CC1	i	i	i	i	i	i	i	i	i	i	1
CC(=O)Nc1nonc1NC(=O)CSc1ccccn1	i	i	i	i	i	i	i	i	i	i	1
O=C(NCc1cccs1)Nc1cccc(Cl)c1	i	i	i	i	i	i	i	i	i	i	1
Cc1cc(NCC(C)C)n2ncnc2n1	i	i	i	i	i	i	i	i	i	i	-25
O=C(O)CSc1nc2ccccc2n1-c1ccccc1	i	i	i	i	i	i	i	i	i	i	-2
O=C(O)c1csc(N/N=C/c2ccc(Br)cc2)n1	i	i	.	.	i	.	i	i	.	i	16
CC(=O)C1C(c2cccc(F)c2)NC(=O)NC1(O)C(F)(F)F (stereo unspecified)	i	i	i	i	i	i	i	i	i	i	1
COc1ccc(CC(=O)NC2CCCCCC2)c(OC)c1	i	i	i	i	i	i	i	i	i	i	1
CC(C)(C)OC(=O)N1CC(O)CC1C(=O)OCC(=O)c1ccc(Cl)cc1 (stereo unspecified)	i	i	i	i	i	i	i	i	i	i	4
CC1=NN(C(=O)Cc2ccc(C)cc2)C(O)(c2cccnc2)C1 (stereo unspecified)	i	i	i	i	i	i	i	i	i	i	2
CCCCCCCCCCOC(=O)c1csc2nnsc12	i	i	i	i	i	i	i	i	i	i	13
O=C(NCC1CCCO1)c1cc(S(=O)(=O)Nc2ccc(Br)cc2)ccc1Cl (stereo unspecified)	i	i	i	i	i	i	i	i	i	i	-5
CC(=O)c1sc(NC(=O)CCS(=O)(=O)c2ccc(Cl)cc2)nc1C	i	i	i	i	i	i	i	i	i	i	-5
Cc1ccn2c(Nc3ccc4c(c3)OCO4)c(-c3ccc(O)cc3)nc2c1	i	i	i	i	i	i	-7.1*	i	i	i	21
CC(C)Cn1c(N)c(C(=O)COC(=O)c2ccc(O)cc2)c(=O)n(C)c1=O	i	i	i	i	i	i	i	i	i	i	-3
Cn1c(SCCC#N)nnc1-c1ccc(F)cc1	i	i	i	i	i	i	i	i	i	i	-1
COc1ccc(CCNC(=O)CSc2nc3c(c(=O)n(C)c(=O)n3C)n2C(C)C)cc1OC	i	i	i	i	i	i	i	i	i	i	-3
COc1ccc(CNC(=O)c2sc3nc4c(c(C(F)(F)F)c3c2N)CCC4)cc1OC	i	i	i	i	i	i	i	i	i	i	-1
CCOc1ccccc1C(=O)NC(CO)C(=O)O (stereo unspecified)	i	i	i	i	i	i	i	i	i	i	-6
Later entries.
SMILES	ANO1 activ	TRPC6 activator	MrgX1 PAM	MrgX1 antagonist	TRPC4 agonist	TMEM16A inh	TRPC6 inhibitor	TRPC4 potent	MrgX1 agonist	TRPC4 inh	SKKanGAS inh
c1ccc2c(c1)CC(N1CCCCC1)c1ccccc1N2 (stereo unspecified)	i	i	i	i	i	i	i	i	i	i	0
COc1ccccc1NC(=O)COC(=O)[C@@H]1CCCN1C(=O)c1cccs1	i	i	i	i	i	i	i	i	i	i	0
CC(C)(C)NC(=O)NC(=O)COC(=O)CNS(=O)(=O)c1ccc(Br)cc1Cl	i	i	i	i	i	i	i	i	i	i	-4
O=C(NCc1ccccn1)c1cc(-c2ccncc2)nc2ccccc12	i	i	i	i	i	i	i	i	i	i	5
Cc1ccc(C(=O)CSc2n[nH]c(C)n2)cc1	i	i	i	i	i	i	i	i	i	i	-8
O=C(Nc1ccncc1)c1ccc(S(=O)(=O)Nc2ccccc2)cc1	i	i	i	i	i	i	i	i	i	i	-1
Cc1cccc(C(=O)Nc2ccc(O)c3c(=O)cc(-c4ccccc4Cl)oc23)c1	i	i	i	i	i	i	i	i	i	i	4
C/C(CC(=O)Nc1cccc(C(F)(F)F)c1)=N\NC(=O)C(=O)NCC(C)C	i	i	i	i	i	i	i	i	i	i	-2
CCCCn1c(N)c(N(CCC(C)C)C(=O)C2CCN(C(=O)c3ccccc3C)CC2)c(=O)[nH]c1=O	i	i	i	i	i	i	i	i	i	i	-3
NNC(=S)Nc1cccc(Cl)c1	i	i	i	i	i	i	i	i	i	i	-5
O=C(Nc1cccc(Cl)c1N1CCCC1)c1ccc([N+](=O)[O-])o1	i	i	i	i	i	i	i	i	i	i	.
CC(=O)Nc1nc(-c2ccccc2)c(-c2ccccc2)o1	i	i	i	i	i	i	i	i	i	i	7
O=c1c2nnn(Cc3ccccc3)c2ncn1-c1ccccc1	i	i	i	i	i	i	i	i	i	i	8
Cc1cnc(C(=O)OCC(=O)Nc2cc(S(=O)(=O)N3CCCCC3)ccc2Cl)cn1	i	i	i	i	i	i	i	i	i	i	-4
COc1ccc(CNC(=O)N2CCN(c3ccc(F)cc3)CC2)cc1Cl	i	i	i	i	i	i	i	i	i	i	-3
O=C(NCCc1ccccc1)c1cc(-c2ccccc2)c(N2CCOCC2)s1	i	i	i	i	i	i	i	i	i	i	6
Cc1ccc(NC(=S)Nc2cccc3cnccc23)cc1C	i	i	i	i	i	i	i	i	i	i	-32
CCCOc1ccc(CSC(=N)N)cc1C(=O)OC	i	i	i	i	185*	i	i	i	i	i	11
CC(C)OC(=O)NCCOC(=O)Nc1ccc(Cl)c(Cl)c1	i	i	i	i	i	i	i	i	i	i	6
COc1cc(OC)cc(-n2nc(C(=O)NCCCN3CCOCC3)c3ccccc3c2=O)c1	i	.	i	i	.	i	.	.	i	.	.

Source: PubChem BioAssay (several laboratories)
